High-throughput results (PubChem)
GlmU inhibition: inhibition of mycobacterial GlmU enzyme – biochemical, glucosamine-1-phosphate acetyltransferase (AID 1376). M. tuberculosis GlmU acetyltransferase enzyme assay; higher % means a stronger effect. inhibition, %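 (tested at 30 µM in the primary screen)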, or IC50 in µM where a hit was titrated. 0.25% of 220,000 active; in the data active = inhibition above about 13%;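 note: 0% = complete reaction with vehicle and 100% = reaction without substrate; strong numbers were not always called active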
Mtb RmlCD inh: inhibitors of Mycobacterium tuberculosis RmlC and RmlD coupled enzymes | RmlC+RmlD coupled enzyme assay, percent inhibition; primary screen in compound mixtures | inhibition, % at 3.6 µM | 0.03% of 160,000 active | AID 1533; in the data active = inhibition mostly above about 34%, no sharp cut-off; note: some results filed as inactive read as strong as hits
Target sequence (P9WH09 whole entry, looked up): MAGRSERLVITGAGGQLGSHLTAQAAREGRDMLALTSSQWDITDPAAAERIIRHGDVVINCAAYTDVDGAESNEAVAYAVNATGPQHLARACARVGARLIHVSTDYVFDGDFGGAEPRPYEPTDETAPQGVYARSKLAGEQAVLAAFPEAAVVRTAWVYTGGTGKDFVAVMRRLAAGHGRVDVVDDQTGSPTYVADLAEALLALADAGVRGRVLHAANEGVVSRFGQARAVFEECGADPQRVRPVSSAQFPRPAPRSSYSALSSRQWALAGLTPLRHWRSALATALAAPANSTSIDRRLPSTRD
Target sequence (P9WH11 whole entry, looked up): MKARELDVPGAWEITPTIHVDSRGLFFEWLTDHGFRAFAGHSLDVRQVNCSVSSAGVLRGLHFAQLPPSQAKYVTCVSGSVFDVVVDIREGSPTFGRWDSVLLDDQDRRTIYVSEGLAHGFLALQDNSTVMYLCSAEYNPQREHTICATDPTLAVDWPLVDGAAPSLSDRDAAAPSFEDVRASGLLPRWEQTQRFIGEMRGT
An asterisk follows results filed as active; . = not tested or not shown. Only part of the results is shown, so the mix of outcomes need not match the whole.

SMILES	GlmU inhibition	Mtb RmlCD inh
CCOC(=O)C1=C(C)NC(=O)NC1/C=C/c1ccccc1OC (stereo not drawn)	-1.8%	-3.0
Cc1ccc(C)c(S(=O)(=O)NCCCN2CCOCC2)c1	-1.5%	.
COc1cc(C(=O)NCc2nnc(SCC(=O)Nc3nc4ccccc4s3)o2)cc(OC)c1OC	1.7%	7.5
COc1ccc2ccccc2c1/C=N/NC(=O)CC1(C)OCCCO1	4.7%	12.1
C/C=C(\C)C(=O)Nc1cccc(C2=NOC3(C2)C[C@H](C(N)=O)N(C(=O)C(c2ccccc2)c2ccccc2)C3)c1 (stereo partly drawn)	4.3%	4.0
O=C(O)c1ccc(-n2c(-c3cc(C4CC4)[nH]n3)n[nH]c2=S)cc1	1.6%	6.3
O=C(COC(=O)c1cccc(S(=O)(=O)NCc2ccccc2)c1)Nc1ccccc1OC(F)F	.	-6.8
COc1ccc(CCNc2oc(COc3ccccc3)nc2C#N)cc1	.	6.6
O=C(CSc1nc2ccccc2[nH]1)Nc1nc(-c2ccc(Br)cc2)cs1	1.9%	3.1
CCc1nnc(NC(=O)c2ccc(S(=O)(=O)N(CCOC)CCOC)cc2)o1	-5.4%	.
COc1cc(OC)cc(C(=O)N(Cc2cc3cc(C)ccc3[nH]c2=O)C(C)C)c1	-3.7%	7.3
O=C(COC(=O)C(Cc1ccccc1)NC(=O)c1ccc(Cl)cc1)c1ccc(Cl)cc1 (stereo not drawn)	0.7%	-10.2
Cc1ccc(N=Nc2c(N)n(-c3ccccc3)[nH]c2=O)cc1	-0.4%	9.2
O=C(Nc1nc2ccc([N+](=O)[O-])cc2s1)C1CCCO1 (stereo not drawn)	3.9%	4.4
Cc1[nH]c(=O)[nH]c1CN1CCCCC1	1.9%	.
CCN1CCN(C(=O)C(NS(=O)(=O)c2ccc3nc(C)sc3c2)C(C)C)CC1 (stereo not drawn)	1.7%	3.8
CCCCN=C1N/C(=C\c2ccco2)C(=O)N1c1ccccc1	-3.5%	10.0
COc1cccc(Cn2c(N)c(C#N)c3nc4ccccc4nc32)c1OC	-0.9%	.
COCC(=O)Nc1cccc(C(F)(F)F)c1	-1.9%	-5.3
CCOC(=O)N1CCc2c(sc(N)c2C#N)C1	-0.2%	-5.8
Cc1ccc(-n2c(C)cc(/C=N/NC(=O)CN(c3ccc(C)cc3C)S(C)(=O)=O)c2C)cc1	1.1%	6.8
CCC(C)Nc1nc(N)c([N+](=O)[O-])c(Nc2cc(OC)ccc2OC)n1 (stereo not drawn)	3.2%	.
CC1=CC(=O)C2=C(C)CC[C@@H]3[C@H](OC(=O)[C@H]3C)[C@@H]12	-1.5%	7.8
CC1=CC(C)(C)N2C(=O)C(=Nc3ccc(O)cc3)c3cccc1c32	4.5%	-2.9
CNS(=O)(=O)c1ccc2c(c1)oc(=O)c1cc(S(=O)(=O)NC)ccc12	-0.1%	5.2
CC(C)C(c1nnnn1Cc1ccco1)N1CCN(c2cccc(Cl)c2)CC1 (stereo not drawn)	.	-5.1
CO/N=C(\N)c1ccc([N+](=O)[O-])cc1	3.0%	2.6
COc1cccc(C(=O)C2CCCN(Cc3ccon3)C2)c1 (stereo not drawn)	5.6%	4.7
COc1cccc(NC(=O)c2nc3nc(C)cc(C(F)F)n3n2)c1	0.0%	-10.5
O=C(O)c1ccc(S(=O)(=O)c2ccc3c(c2)C(=O)N(NC(=O)c2ccncc2)C3=O)cc1	4.5%	-12.5
CSc1ccc(/C=N/Nc2nc(C)cc(=O)[nH]2)cc1	3.9%	-8.1
CN(C)c1nc(NCc2ccccc2)nc(SCC(=O)Nc2ccc(Cl)c(Cl)c2)n1	1.5%	8.8
CC1=CS(=O)(=O)CC1Sc1ncn[nH]1 (stereo not drawn)	2.0%	.
Cn1cc(P(=S)(N2CCOCC2)N2CCOCC2)cc1P(=S)(N1CCOCC1)N1CCOCC1	-4.8%	5.3
COc1ccccc1-c1nc(-c2ccc(C)nc2OC)no1	-8.7%	11.6
Cc1ccc(C)c(OCCCC(=O)Nc2ccc(N3CCOCC3)cc2)c1	4.9%	-21.2
CC1(C)Cc2nc3sc4c(N(CCO)CCO)nnnc4c3cc2CO1	-0.7%	2.6
COc1ccc(NC(=S)N(CCCN2CCOCC2)Cc2ccccn2)cc1	0.8%	3.9
COc1cc(OC)c(NC(=O)c2c(-c3ccccc3)noc2C)cc1Cl	3.6%	-7.7
O=c1[nH]c(CSc2nnc(NCCCN3CCOCC3)s2)nc2cc(Cl)ccc12	-0.1%	-7.2
CCc1cc(C(N)=S)ccn1	1.7%	8.6
O=C(CSc1nc2ccccc2c(=O)n1CCC(=O)N1CCCCC1)NCc1ccccc1	6.8%	.
CCCc1cc(=O)oc2cc(C)cc(OC(=O)c3ccco3)c12	1.8%	5.9
Cn1nccc1NS(=O)(=O)c1ccc(NC(=O)C(F)(F)F)cc1	51.1%	4.6
CCC(C(=O)OCC(=O)Nc1ccc(C(=O)Nc2ccc(OC)cc2)cc1)c1ccccc1 (stereo not drawn)	0.5%	.
S=C1SCN(CCN2CCOCC2)CN1Cc1ccccc1	-13.8%	16.6
CCCc1cc(-n2cnc3ccccc32)n2c(nc3ccccc32)c1C#N	1.6%	8.6
CCCN(CC1CC1)C(=O)COc1ccccc1C(=O)NCc1ccccc1	0.2%	.
CC(C)c1ccc(C2NC(C(=O)O)CS2)cc1 (stereo not drawn)	1.8%	16.4
Cc1nc(-c2cccc(NS(=O)(=O)c3ccccc3)c2)cs1	-4.7%	10.9
Cc1onc(-c2ccccc2Cl)c1C(=O)NCc1ccccn1	-2.5%	-3.6
N=C1SCC(=O)N1c1ncc(Cc2cccc(Cl)c2)s1	8.5%	-7.5
Cc1cccc(NC(=S)NCCc2ccccc2)n1	-3.0%	.
N#CC1=C(N)Oc2c(oc(CO)cc2=O)C12C(=O)Nc1ccc(Cl)cc12 (stereo not drawn)	2.0%	8.0
CCNC(=S)N(Cc1ccccc1)Cc1nc2ccccc2c(=O)[nH]1	6.0%	4.5
CCN(N=Nc1cccc([N+](=O)[O-])c1)c1cccc([N+](=O)[O-])c1	6.0%	-5.5
S=C(NN=C1CCN(Cc2ccccc2)CC1)NC1CCCCC1	6.6%	-5.8
Cc1cccc(Oc2ncnc(N)c2[N+](=O)[O-])c1C	-3.0%	9.3
Cc1ccc(C2=CC(C)(c3ccc(C)cc3)Nc3nc(C(F)(F)F)nn32)cc1 (stereo not drawn)	-1.9%	-125.3
COc1ccc(O)c(C(=O)c2cnn(-c3ccccn3)c2)c1	1.6%	70.4

Fetched one by one from the list above:
SMILES	GlmU inhibition	Mtb RmlCD inh
Cc1nc(-c2cccc(NS(=O)(=O)c3ccccc3)c2)cs1	-4.7%	10.9
CCNC(=S)N(Cc1ccccc1)Cc1nc2ccccc2c(=O)[nH]1	6.0%	4.5
COc1ccc(O)c(C(=O)c2cnn(-c3ccccn3)c2)c1	1.6%	70.4
Cc1cccc(NC(=S)NCCc2ccccc2)n1	-3.0%	.

Continued:
SMILES	GlmU inhibition	Mtb RmlCD inh
CN(C)CC1CCCCC1OC(=O)c1ccc(Cl)cc1Cl (stereo not drawn)	-5.8%	.
C[C@H](NC(=O)Nc1ccccc1F)C(=O)O	3.4%	.
CC(C)CSc1nc2ccccc2n1CC(=O)O	-2.8%	-20.5
CCOC(=O)/C(C#N)=C1/C=CN(c2ccccc2)C=N1	-2.5%	-13.1
CCN(CC)C(=S)SCC(=O)Nc1cccc(C(F)(F)F)c1	-5.1%	.
N#CCCN(C(=O)CSc1nc2nc(-c3cccs3)cc(C(F)(F)F)c2c(=O)[nH]1)c1ccccc1	8.8%	6.6
CCOC(=O)C(NC(=O)Nc1ncccn1)(Oc1ccccc1)C(F)(F)F (stereo not drawn)	-1.6%	2.7
Nn1c(COc2ccc(Cl)cc2)n[nH]c1=S	-6.1%	.
NS(=O)(=O)c1ccc(CCNC(=O)/C=C/c2ccccc2[N+](=O)[O-])cc1	-5.2%	70.3
CCn1nc(C)c(CN2CCN(Cc3ccsc3)C(CCO)C2)c1C (stereo not drawn)	-3.3%	-7.4
COc1ccccc1/C=N/NC(=O)c1ccccc1NS(=O)(=O)c1ccc(C)cc1	-0.1%	.
O=C(/C=C/c1ccco1)NC1CCCC1	-6.5%	10.2

Full records, quoted from the list:
CCn1nc(C)c(CN2CCN(Cc3ccsc3)C(CCO)C2)c1C (stereo not drawn) is listed as GlmU inhibition = -3.3%; Mtb RmlCD inh = -7.4
COc1ccccc1/C=N/NC(=O)c1ccccc1NS(=O)(=O)c1ccc(C)cc1 is listed as GlmU inhibition = -0.1%; Mtb RmlCD inh = .

The listing continues:
SMILES	GlmU inhibition	Mtb RmlCD inh
Cc1ccccc1C1=N/C(=C/c2cccnc2)C(=O)O1	3.0%	6.7
O=C(Nc1ccccc1N1CCOCC1)C1CCN(S(=O)(=O)c2ccc(Cl)cc2)CC1	-0.2%	.
COC(=O)c1ccc(/C=N/NC(=O)c2cccc(F)c2)cc1	-0.4%	0.5
CS(=O)(=O)N1CCN(c2ccc(NC(=S)NC(=O)c3ccc4c(c3)OCO4)cc2)CC1	0.1%	-9.4
O=C(CNC(=O)c1cccs1)NCCN1CCN(Cc2ccccc2)CC1	-1.0%	.
COCCCn1c(SCc2nc3ccccc3c(=O)[nH]2)nc2ccccc2c1=O	-6.1%	.
CCN(CC(=O)NC(=O)NC1CCCCC1)Cc1nc2ccccc2c(=O)[nH]1	-2.6%	.
Cc1ccc(Cl)cc1-c1ccc(C=Nc2ccc(N3CCOCC3)cc2)o1	-0.7%	.
CCC/C(=N/NC(=O)c1cccc(Cl)c1)c1ccccc1	1.3%	-10.9
COc1cc(C(=O)NCC(=O)N/N=C(/C)c2ccc3c(c2)CCCC3)cc(OC)c1OC	6.2%	.
CCN(CC)CCN1C(=O)C(=O)/C(=C(/O)c2ccc(Cl)cc2)C1c1ccncc1 (stereo not drawn)	0.9%	-9.8
Cn1cccc1/C=C1/C(=O)NC(=O)N(C(C)(C)C)C1=O	0.3%	0.0
COc1cccc(/C=N/n2c(-c3ccco3)nc3ccccc3c2=O)c1OC	-2.2%	.
Cc1cc(OC(=O)N2CCCCC2)cc(C)c1Cl	-2.6%	.
CC(=O)COc1nc2c(c(-c3ccco3)c1C#N)CCc1ccccc1-2	1.7%	8.5
Cc1ccc(-c2ccccc2NC(=O)C2C3C=CC(C3)C2C(=O)O)o1 (stereo not drawn)	2.0%	-2.8
O=P(O)(O)C(O)C(F)(F)C(F)(F)C(F)(F)C(F)F (stereo not drawn)	-3.0%	-3.7
O=C(c1ccccn1)N1CCN(S(=O)(=O)c2ccc3ccccc3c2)CC1	-0.7%	10.1
Cc1ccn2cc(C(=O)NC3CCN(Cc4ccccc4)CC3)nc2c1	-4.7%	-3.8
O=S(=O)(c1ccccc1)C1CON(Cc2ccccc2)C1c1ccccc1 (stereo not drawn)	-5.7%	-14.2
O=C1CCCN1CCCNS(=O)(=O)c1ccc(F)cc1F	9.5%	6.6
COCCNC(=O)C(c1cccs1)N(C(=O)Cn1nnc2ccccc21)c1ccc(OC)cc1 (stereo not drawn)	3.8%	.
COc1ccc(CCN2C(=S)N(C)C(=O)C2CC(=O)Nc2ccc(F)cc2)cc1 (stereo not drawn)	-1.2%	8.9
COC(C[C@@H]1O[C@@H]1[C@H](O)[C@H](C)OCc1ccccc1)OC	0.6%	.

Single values from the entries so far.
Under GlmU inhibition, COc1cccc(/C=N/n2c(-c3ccco3)nc3ccccc3c2=O)c1OC reads -2.2%
Under GlmU inhibition, O=S(=O)(c1ccccc1)C1CON(Cc2ccccc2)C1c1ccccc1 (stereo not drawn) reads -5.7%

The listing continues:
SMILES	GlmU inhibition	Mtb RmlCD inh
Cc1cc(Nc2ncc(Cl)cc2Cl)n(-c2ccccn2)n1	6.6%	.
O=C1C=C(NCc2ccco2)CC(c2ccc(Cl)cc2)C1 (stereo not drawn)	6.1%	9.7
COC(=O)CSc1[nH]c2ccc(Br)cc2c1[N+](=O)[O-]	1.2%	8.1
CN(C)c1nc(N)c([N+](=O)[O-])c(NCCO)n1	9.9%	-13.1
CCOc1ccc(OCC)c(NC(=O)CCSCCc2ccccn2)c1	-2.2%	.
COC(=O)C1(CC2CC(c3ccccc3)=NO2)CCN(C(=O)OC(C)(C)C)CC1 (stereo not drawn)	7.2%	.
O=S(=O)(NCc1ccccc1F)c1cccc(S(=O)(=O)N2CCOCC2)c1	-8.1%	9.1
COc1ccc(NC(=O)CN(C)CC(=O)Nc2cccc(C(F)(F)F)c2)cc1	5.2%	3.0
COc1ccc(S(=O)(=O)NC(C)C(=O)Nc2cccc(C(C)=O)c2)cc1 (stereo not drawn)	-3.9%	7.1
COC(=O)c1ccnc(/C=N/O)c1	-3.2%	1.6
COc1ccc(C(=O)C(CN2CCCC2)c2ccccc2)cc1 (stereo not drawn)	3.0%	.
COc1ccc2c(c1)CCN=C2Cc1ccc(OC)c(OC)c1	1.4%	-6.7
COc1ccc(C(C(=O)NC2CCCCC2)N(C(=O)Cc2c[nH]c3ccccc23)c2ccc(NC(C)=O)cc2)cc1OC (stereo not drawn)	2.9%	8.8
COc1ccc(C(=O)c2nc3c(n2O)CCCCC3)cc1	1.2%	-21.3
COc1cccc(NC(=O)CN(c2ccc(C)cc2)S(=O)(=O)c2c(C)nn(C)c2C)c1	2.8%	.
CC1CCCCN1CC(=O)Nc1sccc1C#N (stereo not drawn)	-2.6%	.
Cc1ccc(NC(=O)c2csc(-c3ccccc3)c2C)cc1	-1.9%	-7.3
Cc1[nH]nc2c1C(c1ccc(N(C)C)cc1)C1=C(CC(C)(C)CC1=O)N2 (stereo not drawn)	3.0%	.
CC(C)OCCCNCC(O)c1ccccc1 (stereo not drawn)	-2.1%	1.7
COC(=O)c1c(NC(=S)NC(=O)c2ccco2)sc2c1CCCC2	1.5%	.
